Bioassay records (PubChem)
IMPase inh = qHTS Assay for Identifying the Cell-Membrane Permeable IMPase Inhibitors. Inositol monophosphatase 1 (Rattus norvegicus), P97697. CHO-M1 cells, IP1 accumulation, HTRF TR-FRET ratio. inhibition (IP1 accumulation), % at 46.1 µM. 120,000 tested, under 10 active. AID 901, 2007; active = well fitted curve in the direction sought with a large enough effect in the signal ratio, not every such curve was filed as active; inconclusive = small, poorly fitted or top-dose-only effect, or a change in a side signal; inactive = no such curve, though single readings can be large or run the other way; the % refers to the signal ratio;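 note: cells stimulated with carbachol in lithium chloride buffer; plate controls were DMSO basal wells for no effect and reference inhibitor wells for full effect; higher means more IMPase inhibition seen as more IP1 and lower FRET ratio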
Target sequence (P97697 whole entry, looked up): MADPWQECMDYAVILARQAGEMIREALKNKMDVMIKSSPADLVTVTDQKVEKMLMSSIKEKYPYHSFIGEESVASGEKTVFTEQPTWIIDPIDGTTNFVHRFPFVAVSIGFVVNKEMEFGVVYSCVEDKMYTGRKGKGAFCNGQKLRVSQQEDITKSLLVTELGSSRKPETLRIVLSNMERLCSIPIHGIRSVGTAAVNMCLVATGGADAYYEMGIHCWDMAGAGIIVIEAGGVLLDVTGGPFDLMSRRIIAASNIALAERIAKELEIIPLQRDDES
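Cellular IMPase inhibition is scored as a rise in cytosolic IP1, detected by competitive TR-FRET between d2-labelled IP1 and a europium anti-IP1 antibody. M1-expressing CHO cells were stimulated with carbachol for 30 min at 37C, with lithium (50 mM LiCl) present in the buffer.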
12-hLO inh = qHTS Assay for Inhibitors of 12-hLO (12-human lipoxygenase). Polyunsaturated fatty acid lipoxygenase ALOX12 (Homo sapiens), P18054. AID 1452, 2008. Potency, µM (titrated, usually from 57.1 µM), without a hit: at the top dose activity change, negative = inhibition, hits mostly inhibitors. actives 0.12% (n = 150,000). purified 12-hLO, xylenol orange hydroperoxide absorbance; note: potency is the fitted concentration of half-maximal effect; nearly all actives have a fitted effect of over 55% in size; many of its hits are not listed in these tables
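Hydroperoxide output read as Fe(III)-xylenol orange absorbance, 573-to-405 nm ratio, after 30 min reaction with 40 uM arachidonic acid. Enzyme: 150 nM purified human 12hLO, 15 min compound preincubation; 25 mM Hepes pH 7.0, room temperature.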
15-hLO-2 inh = qHTS Assay for Inhibitors of 15-hLO-2 (15-human lipoxygenase 2) | Polyunsaturated fatty acid lipoxygenase ALOX15B (Homo sapiens), O15296 | purified 15hLO-2, xylenol orange hydroperoxide absorbance | Potency, µM (series often up to 57.1 µM), for inactives: top-dose activity change, negative = inhibition, hits mostly inhibitors | actives 0.56% (n = 110,000) | AID 881, 2007; note: potency is the fitted concentration of half-maximal effect; nearly all actives have a fitted effect of over 60% in size; many of its hits are not listed in these tables
Target sequence (O15296 whole entry, looked up): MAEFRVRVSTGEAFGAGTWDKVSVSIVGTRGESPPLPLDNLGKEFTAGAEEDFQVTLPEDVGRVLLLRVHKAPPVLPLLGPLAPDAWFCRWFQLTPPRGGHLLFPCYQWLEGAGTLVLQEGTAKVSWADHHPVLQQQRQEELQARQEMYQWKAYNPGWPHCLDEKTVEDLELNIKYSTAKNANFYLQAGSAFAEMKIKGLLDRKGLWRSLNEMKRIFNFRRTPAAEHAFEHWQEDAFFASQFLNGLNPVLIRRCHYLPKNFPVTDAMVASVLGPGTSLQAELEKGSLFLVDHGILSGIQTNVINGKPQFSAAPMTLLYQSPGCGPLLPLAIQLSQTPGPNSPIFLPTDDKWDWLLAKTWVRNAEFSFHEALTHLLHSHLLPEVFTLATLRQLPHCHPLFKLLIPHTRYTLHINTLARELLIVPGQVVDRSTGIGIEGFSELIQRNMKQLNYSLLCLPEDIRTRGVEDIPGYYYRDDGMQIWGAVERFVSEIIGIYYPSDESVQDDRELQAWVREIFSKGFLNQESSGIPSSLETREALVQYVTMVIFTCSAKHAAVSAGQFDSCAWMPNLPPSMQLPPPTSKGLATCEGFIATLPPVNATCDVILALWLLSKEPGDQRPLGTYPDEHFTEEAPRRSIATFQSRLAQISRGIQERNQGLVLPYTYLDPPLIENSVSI
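Enzyme 50 nM, AA 45 uM, 25 mM Hepes pH 7.5 + 0.01% Triton X-100; cpd preinc 15 min RT, rxn 90 min RT; stop/detect with 200 uM XO + 300 uM Fe(II) in 50 mM H2SO4, 30 min; A573/A405.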
PNC inhibitor = High Content Assay for Compounds that inhibit the Assembly of the Perinucleolar Compartment. PC3M PTB-GFP, PNC prevalence imaging, 16 h; stronger effect = lower value. actives 3.1% (n = 140,000). activity change (PNC), negative = inhibition, % at 10 µM;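 active = readout at or below -70, meaning at least 70% loss of cells showing the perinucleolar compartment, a nuclear body marking cancer cells; inconclusive = readout between -30 and a set limit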;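 note: plate controls were DMSO wells for no effect and camptothecin positive control wells for full effect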
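Read-out is percentage of cells bearing a perinucleolar compartment, from automated 20x imaging of fixed, Hoechst-stained PC3M PTB-GFP cells. Cells were seeded 4 h, then exposed 16 h to compound (23 nl of library stock) in duplicate plates.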
The depositor's hits bear a star; ? = inconclusive; · = no result given; & = joins results of further samples; [ ] = remark or other dose. Unless noted, calls come from the whole dose curve; as a rule, active = well fitted curve in the direction sought with a large enough effect; inconclusive = small, poorly fitted or top-dose-only effect, or another doubt; inactive = no such curve, though single readings can be large; an effect the other way counts as inactive or inconclusive. Unless noted, % is set by controls: 0 for no effect and ±100 for the full control effect.

SMILES	IMPase inh	12-hLO inh	15-hLO-2 inh	PNC inhibitor
CCCCCOC(=O)C1C(c2ccccc2)C(C(=O)O)C1c1ccccc1 (stereo not given)	·	0%	·	-1
CC(C)N1CCC2(CC1)N=C(c1ccc3c(c1)OCO3)CC(c1cc(Cl)ccc1O)N2 (stereo not given)	11	-8%	23%	?
O=C(O)CN(CCN(CC(=O)O)CC(=O)O)CC(=O)O.[Cu]	·	1%[11.4 µM]	-13%[11.4 µM]	·
COc1ccccc1C(c1nnnn1CCc1ccccc1)N1CCN(c2ccccc2)CC1 (stereo not given)	9	-5%	0%	13
O=C(Cn1c(NCCCO)nc2ccccc21)c1cccc(Br)c1	-9	-2%	6%	27
CCCN1C[C@H](CSC)C[C@H]2c3cccc4[nH]cc(c34)C[C@@H]21	2[20.6 µM]	-4%[25.6 µM]	11%[25.6 µM]	·
Cc1ccc(S(=O)(=O)/C=C\C#N)cc1	12	-9%	0%	·
CCc1ccc(OCCNC(=O)c2ccccc2SCc2ccc(F)cc2)cc1	10	3%	1%	17
CC(=O)CC(=O)Nc1ccccc1NC(C)=O	-2	-2%	-3%	3
Cc1nn2c3ccccc3nc2n(C)c1=O	0	4%	8%	16
NS(=O)(=O)c1ccc(CCNc2cc(=O)n(Cc3ccc(F)cc3)c(=O)[nH]2)cc1	14	-4%	2%	23
C[C@@H]1NC(=O)c2cc([N+](=O)[O-])cc(I)c2OCC[C@@H](C(N)=O)NC(=O)[C@H](CCC(=O)O)NC1=O	·	-8%	·	62
CC(/C=N\NC(=O)c1cc(C)oc1C)=C\c1ccccc1	-1	-1%	·	-20
CCOC(=O)c1c(C)nc2sc3c(=O)n(-c4ccc(OC)cc4)nnc3c2c1-c1ccc(OC)cc1	0	-11%	-26%	-106*
CCN1CCN(Cc2nc3c(c(=O)n(C)c(=O)n3C)n2CCc2ccccc2)CC1	·	-4%	·	?
O=C(NCCCNC(=O)c1ccco1)c1ccco1	10	3%	-4%	?
Cc1nnc(SCC(=O)Nc2ncc3c(n2)CC(c2ccccc2)CC3=O)s1 (stereo not given)	-1	-1%	-6%	?
CCCCNC(=O)c1onc(CSc2cccc(C)c2)c1C(=O)O	0	-12%	-15%	2
CCOC(=O)N1CCC(NC(=O)CSc2cc(=O)n(CC)c3ccccc23)CC1	-6	-2%	1%	0
O=C(c1ccco1)N1CCN(C(=O)c2cnn3c2NC(c2cccs2)CC3C(F)(F)F)CC1 (stereo not given)	-3	-3%	-6%	3

Four of the compounds above, field by field.
C[C@@H]1NC(=O)c2cc([N+](=O)[O-])cc(I)c2OCC[C@@H](C(N)=O)NC(=O)[C@H](CCC(=O)O)NC1=O
  IMPase inh = ·
  12-hLO inh = -8%
  15-hLO-2 inh = ·
  PNC inhibitor = 62
CC(/C=N\NC(=O)c1cc(C)oc1C)=C\c1ccccc1
  IMPase inh = -1
  12-hLO inh = -1%
  15-hLO-2 inh = ·
  PNC inhibitor = -20
CCOC(=O)c1c(C)nc2sc3c(=O)n(-c4ccc(OC)cc4)nnc3c2c1-c1ccc(OC)cc1
  IMPase inh = 0
  12-hLO inh = -11%
  15-hLO-2 inh = -26%
  PNC inhibitor = -106*
CCN1CCN(Cc2nc3c(c(=O)n(C)c(=O)n3C)n2CCc2ccccc2)CC1
  IMPase inh = ·
  12-hLO inh = -4%
  15-hLO-2 inh = ·
  PNC inhibitor = ?

Carrying on:
SMILES	IMPase inh	12-hLO inh	15-hLO-2 inh	PNC inhibitor
O=C(CSCc1ccc(Cl)cc1)N/N=C/c1ccccc1	-4	-3%	-7%	4
COC(=O)c1ccc(CNC(=O)COC(=O)CCC2CCCC2)cc1	·	-3%	·	11
COc1cc2c(c(OC)c1OC)-c1ccc(OC)c(=O)cc1[C@H](NC(C)=O)CC2	5	-1%	-3%	·
COc1cccc(C(=O)CSc2nnc(CNS(C)(=O)=O)n2-c2ccc(C)cc2)c1	22	-4%	-12%	-21
C=CCn1c2ccccc2c2nnc(SCc3[nH]c(=O)[nH]c3C(=O)CCCCC(=O)OCC)nc21	·	-6%	·	41
CCSc1ccc(-c2nn(-c3ccccc3)cc2/C=C(/C#N)C(=O)NCCCOC)cc1	5	-2%	·	?
COc1ccc(NC(=O)c2ccccc2O)c(OC)c1	-2	1%	0%	7
O=[N+]([O-])c1nn(-c2ccc3c(c2)OCCO3)n(O)c1=NC1CCCC1	7	2%	-16%	?
CC1=CCC2C(=O)N(Cc3ccccc3)C(=O)C2C1 (stereo not given)	-5	-1%	-3%	20
COc1ccc(-c2nnc(NC(=O)C(C)C)s2)c(OC)c1	?	3%	3%	49
COc1ccc(C)cc1NC(=O)c1nnn(Cc2cc(C)ccc2C)c1N	7	-10%	10%	6
CN(C)C(=O)CSc1nnc([C@H](Cc2c[nH]c3ccccc23)NC(=O)OC(C)(C)C)o1	1	-3%	3%	30
Cc1cccc(C)c1NC(=O)c1ccc(CN2CCc3ccccc3C2)cc1	6	6%	40%[activator]	18
Cc1ccnc(NS(=O)(=O)c2ccc(N=CC3=C(O)CC(C)(C)CC3=O)cc2)n1	-2	3%	2%[2.29 µM]	?
CC1CCN(c2ccc(C(=O)NCc3ccc4c(c3)OCO4)cc2[N+](=O)[O-])CC1	6	-2%	·	?
O=C1CC(c2ccc(S(=O)(=O)NC3CC3)cc2)CN1 (stereo not given)	-2	-9%	0%	-2
CC(C)CC(=O)N=C1SC2CS(=O)(=O)CC2N1Cc1ccccc1 (stereo not given)	·	1%	·	-11
Cc1ccccc1OCCN1C(=O)c2ccccc2C1=O	0	-6%	-3%	-15
COCCNC(=O)CCSc1nc(-c2ccc(OC)cc2)cc(C(F)(F)F)n1	6&4	-2%	·	8
Cn1c2ccc(CC(=O)O)cc2c2cc(CC(=O)O)ccc21	0	10%	-8%	24
Fc1ccc(-c2cc(C(F)(F)F)nc(NCC3CCCO3)n2)cc1 (stereo not given)	11	-4%	-4%	-26
CCCCN(C(=O)c1cc2ccccc2o1)c1c(N)n(CCC)c(=O)[nH]c1=O	9	-2%	·	-8
CCOC(=O)c1cnc(-n2nc(C)cc2C)nc1Nc1ccc2c(c1)OCO2	-4	0%	44%[activator]	12
Cc1ccc(C)c(S(=O)(=O)N2C(=S)NC(=O)C2C(C)C)c1 (stereo not given)	0	3%	-1%	?
CC1CCCCC1NC(=O)Cn1nc(-c2ccccc2)ccc1=O (stereo not given)	1	3%	-2%	8
CC(=O)Nc1ccc(Oc2ccc3nc(C)[nH]c3c2)cc1	9	3%	19%	-29
Cc1[nH]c2ccccc2c1C(=O)CN1CCN(C/C=C/c2ccccc2)CC1	-2	-6%	43%[activator]	-1
O=C(c1nc2ncccn2n1)N1CCN(c2ccccc2)CC1	-5	-2%	-4%	22
CCn1cc(C(=O)O)c(=O)c2cc(F)c(N3CCN(S(=O)(=O)c4ccc(Br)cc4)CC3)cc21	-9	1%	·	-19
Nc1ccc2oc(-c3cc(Br)ccc3Cl)nc2c1	-8	-1%	-7%	-15
CCC1CCC(C(=O)NC(C(=O)Nc2ccc3c(c2)OCCO3)C(C)C)CC1 (stereo not given)	2	2%	-3%	9
Cc1cc([N+](=O)[O-])nn1CCCC(=O)NCc1ccccc1	·	-3%	·	-12
CC(C)C(=O)Nc1ccc([N+](=O)[O-])cc1Br	·	-1%	·	18
CCC(C)[C@H](NC(=O)NCC1CCCO1)C(=O)OC (stereo not given in full)	-1[1.84 µM]	2%	3%[11.4 µM]	20
O=C(O)C1CC(c2ccccc2)=NO1 (stereo not given)	-7	4%	-6%	?
Cn1c(SCC#N)nnc1-c1cccnc1	·	-1%	·	15
CC1CC(C(F)(F)F)n2nc(C(=O)O)cc2N1 (stereo not given)	-7	5%	-2%	-25
CCN(CC)CCCN1C(=O)C(=O)/C(=C(/O)c2ccc3c(c2)OCCO3)C1c1ccco1 (stereo not given)	-13	-12%	8%	20
CCOC(=O)C1=C(N)Oc2c(c(=O)[nH]c3ccccc23)C1c1ccccc1 (stereo not given)	1	2%	-15%	-17
Cc1cc(C)n(-c2nc(Nc3ccccc3C(F)(F)F)nc(-n3nc(C)cc3C)n2)n1	24	-3%	·	33
COc1ccccc1CN1CC2(CCN(S(=O)(=O)c3ccccc3)CC2)C1	·	6%	10%	·
CCOC(=O)N1CCC(NC(=O)Cn2c3ccccc3c3cn[nH]c(=O)c32)CC1	16	7%	4%	-5
Cc1cc(C)n(-c2nnc(C)n2NC(=O)c2cccc(Cl)c2)n1	6	3%	·	29
CN1CC(=O)N(CC(=O)Nc2ccc(F)cc2)c2ccccc2C1=O	2	-3%	-6%	-7
N#Cc1ccccc1OC[C@H](O)CNCCNC(=O)Nc1ccccc1	2	1%	26%	·
CC1CCN(C(=O)CSc2nnc(CSc3ncccn3)n2C)CC1	-4	3%	-10%	32
O=S(=O)(NC1CCCCC1)c1ccc(Cl)nc1	·	-1%	·	-23
CSc1ccccc1-c1nnc(-c2ccccc2)o1	5[1.84 µM]	8%	10%[11.4 µM]	66
Cc1ccc(NC(=O)CSc2n[nH]c(-c3ccncc3)n2)cc1C	-1	2%	6%	-10
O=C(CC12CC3CC(CC(C3)C1)C2)NC(=S)NCc1ccccc1	-13	2%	·	71
CC(=O)N[C@@H](CC(C)C)C(=O)O	2[20.6 µM]	-2%[25.6 µM]	-1%[25.6 µM]	·
CCCc1ccc(OCc2ccc(C(=O)N3CCN(c4ccccn4)CC3)o2)c(OC)c1	12	-4%	5%	-29
Cc1ccc(N2C(=O)CC(Sc3ncn[nH]3)C2=O)cc1 (stereo not given)	0	-8%	-26%	-19
COc1ccc(N2CCSC2C(=O)NN)cc1 (stereo not given)	-3	4%	·	15
Cc1ccc(C(=O)N/C(=C/c2ccco2)C(=O)Nc2cccc(C)c2)cc1	9	-14%	-25%	?
Cc1ccc2c(c1)c(C)c(C)n2CC(O)CN1CCOCC1 (stereo not given)	6	-5%	·	7
CC(=O)C1C(c2ccc(F)c(F)c2)NC(=O)NC1(O)C(F)(F)F (stereo not given)	14	-3%	·	-11
CCS(=O)(=O)N1CCN(S(=O)(=O)c2ccccc2)CC1	4	2%	-5%	2
O=C(CCSc1ccccc1)NC1CCCC1	-6	11%	-3%	17
O=C(CCCc1nc(-c2ccc(Cl)cc2)no1)Nc1cccnc1	1	-1%	4%[2.29 µM]	?
(next part)
SMILES	IMPase inh	12-hLO inh	15-hLO-2 inh	PNC inhibitor
O=C(Cn1cc2c(n1)CCCC2)NCCCN1CCN(c2ccccc2F)CC1	11	-1%	15%	50
Cn1c(CCNC(=O)c2ccccc2Cl)n[nH]c1=S	-5	9%	·	56
CC(=O)Nc1nc2ccccc2n1CCN1CCOCC1	-3	5%	·	3
CCOC(=O)Cn1nnnc1C(CC)N(Cc1cccs1)Cc1cc2ccc(OC)cc2[nH]c1=O (stereo not given)	17	-19%	-10%	-21
C=CCn1c(CNC(=O)c2ccccc2C)nnc1SCC(=O)NC1CCCC1	-10	-8%	-4%	-14
O=C(NCCN1C(=O)S/C(=C\c2ccc(OC(F)F)cc2)C1=O)[C@@H]1CCCN1C(=O)c1cccs1	-2	1%	·	2
COc1ccc(NS(=O)(=O)c2cccc(Cl)c2)cc1S(=O)(=O)N1CCCCC1	·	-6%	·	63
Nc1c(-c2cccc([N+](=O)[O-])c2)nc2ccccn12	·	0%	·	-21
COc1ccc(C)cc1NC(=O)CCCN1C(=S)NC(C)(C)CC1C (stereo not given)	·	-16%	·	7
O=C(OCc1ccccc1Cl)c1ccccc1C(=O)c1ccccc1	15	-5%	-26%	48
Cc1n[nH]c(=S)n1/N=C/c1ccccc1OCc1ccc(Cl)cc1Cl	·	-5%	·	?
CCOC(=O)N1CCN(C(=S)Nc2ccc3nc(N4CCN(CC)CC4)cc(C)c3c2)CC1	·	3%	·	-20

Only part of the results is shown; the hit share may differ from the screen's.
